PvdQ inh – P. aeruginosa PvdQ acylase inhibition; inhibition, % at 10 µM; purified PvdQ acylase, fluorescence plate reader; hit rate 0.063% among 340,000; AID 488965; in the data active = inhibition above about 30%, passing the limit was not always enough;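 note: 0% = vehicle neutral wells and 100% = reference inhibitor wells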
SUMO Mot1 rescue – blocks SUMOylation pathway, rescuing yeast Mot1-301 growth. S. cerevisiae Mot1-301 growth rescue, ATP luminescence, 38.5C; percent above DMSO median, 100 means doubled. growth rescue, % at 18.8 µM. hit rate 1% among 320,000. AID 2716;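 active = every valid replicate shows activation above 250% relative to neutral control wells; inactive = the rest, any valid replicate at or below 250%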;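 note: OY570 slx delta 5 strain wells were the positive control but not used for scaling; some compounds called inactive have numbers as strong as hits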
CDK5 p35 inh – CDK5/p35 (human) kinase inhibition. Q00535+Q15078. Recombinant CDK5/p35, ADP-Glo luminescence, 60 min. inhibition, % at 10 µM. hit rate 0.01% among 330,000;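 active = highest replicate inhibition of at least 50% and at least 75% of replicates reaching 50%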;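 note: plate controls were DMSO neutral control for no effect and GW8510 at 10 µM for full effect; many of its hits are not listed in these tables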
PfHsp90 yeast 2 – inhibits growth of yeast expressing Plasmodium falciparum Hsp90. S. cerevisiae expressing PfHsp90, BacTiter-Glo ATP, 48 h; yeast lacking PDR1 and PDR3 efflux regulators. inhibition, % at 9.4 µM. AID 504621. hit rate 0.32% among 310,000;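 active = every replicate shows inhibition above about 80%, whatever the replicate mean, limit read from the data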;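 note: 0% = DMSO neutral controls and 100% = 20 µM radicicol positive controls; yeast relying on Plasmodium falciparum Hsp90 in place of its own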
cardiac RTF act – cardiac RTF calcium sensitization. hit rate 0.24% among 340,000. IANBD-labeled TnC RTF fluorescence at EC20 calcium; 0% EC20 calcium, 100% full calcium. P19429+P45379. activation, % at 7.2 µM;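 active = activation above the mean over all tested compounds plus 3 SD, cut at about 30% in these data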;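 note: rise in fluorescence read as greater calcium sensitivity of cardiac thin filaments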
NSD2 HMT inh – blocks human histone methyltransferase NSD2 | O96028 | NSD2 peptide methylation, AlphaScreen, 120 min | inhibition, % at 12.5 µM | hit rate 0.54% among 310,000 | AID 743445; in the data active = inhibition above about 50%
dFosB act – mouse delta FosB homodimer activation | hit rate 0.99% among 340,000 | activation, % at 25 µM | P13346 | purified delta FosB, TAMRA-CDK5 oligo fluorescence polarization; percent of positive-control signal above neutral wells;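 active = mean activation above about 17%, with every replicate also reaching it, limit read from the data, passing the limit was not always enough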;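 note: fluorescence polarization rise as delta FosB binds a TAMRA Cdk5 AP-1 oligo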
Target sequence (P13346 whole entry, looked up): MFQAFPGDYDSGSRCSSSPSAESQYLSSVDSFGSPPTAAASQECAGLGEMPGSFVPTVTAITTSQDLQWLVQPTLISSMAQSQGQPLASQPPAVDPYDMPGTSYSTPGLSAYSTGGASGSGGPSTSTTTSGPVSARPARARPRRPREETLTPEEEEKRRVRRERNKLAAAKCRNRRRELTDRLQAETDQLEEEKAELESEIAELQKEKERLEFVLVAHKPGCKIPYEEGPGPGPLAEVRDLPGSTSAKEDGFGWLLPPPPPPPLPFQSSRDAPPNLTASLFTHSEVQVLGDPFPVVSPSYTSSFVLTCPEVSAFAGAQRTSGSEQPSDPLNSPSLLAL
Rtt109 Vps75 – C. albicans Rtt109 histone acetyltransferase inhibition; purified Rtt109/Vps75, ThioGlo CoA-SH fluorescence, 4 h; inhibition, % at 34.9 µM; AID 540336; hit rate 0.16% among 330,000; Q5AAJ8;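 active = inhibition of at least 50% in every replicate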
Target sequence (Q5AAJ8 whole entry, looked up): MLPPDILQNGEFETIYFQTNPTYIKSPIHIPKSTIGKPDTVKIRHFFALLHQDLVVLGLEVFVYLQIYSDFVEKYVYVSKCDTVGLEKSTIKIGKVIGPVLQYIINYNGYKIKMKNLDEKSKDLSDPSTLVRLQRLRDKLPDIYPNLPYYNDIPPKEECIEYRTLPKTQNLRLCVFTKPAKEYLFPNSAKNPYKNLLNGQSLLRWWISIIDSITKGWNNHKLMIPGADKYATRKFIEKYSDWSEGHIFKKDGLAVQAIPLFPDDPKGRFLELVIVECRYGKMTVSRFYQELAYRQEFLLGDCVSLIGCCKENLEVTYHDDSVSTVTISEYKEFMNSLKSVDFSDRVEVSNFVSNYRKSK
Cardiac RTF inh – cardiac RTF calcium desensitization; P19429+P45379; IANBD-labeled cardiac RTF, Ca2+ fluorescence; inhibition, % at 7.15 µM; hit rate 0.12% among 340,000; AID 493244;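 active = inhibition above the mean inhibition of all tested compounds plus 3 SD, cut at about 17% in these data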;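 note: assay run at fixed EC70 calcium of 1.6 mM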
Keap1-Nrf2 PPI – disrupts human Keap1 binding to Nrf2 peptide. Q14145. Keap1 Kelch-Nrf2 peptide fluorescence polarization, 1536-well. inhibition, % at 9.4 µM. hit rate 0.15% among 340,000; in the data active = inhibition above about 12%;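 note: human Keap1 Kelch domain with fluorescein labeled Nrf2 9mer peptide probe; 0% = neutral control wells and 100% = peptide positive control; higher means more block of Keap1 binding to Nrf2 peptide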
C-LANA FP – KSHV C-LANA DNA binding inhibition | MBP-C-LANA/FAM-LBS DNA binding, fluorescence polarization | inhibition, % at 9 µM | hit rate 0.078% among 340,000;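 active = highest replicate inhibition at or above 60% at 9 µM, even if other replicates fall short; inactive = all replicates below 60% inhibition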;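 note: 0% = neutral control wells and 100% = 4 µM acridine orange control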
Numbers without * were called inactive; nt = not tested or not shown.

SMILES	PvdQ inh	SUMO Mot1 rescue	CDK5 p35 inh	PfHsp90 yeast 2	cardiac RTF act	NSD2 HMT inh	dFosB act	Rtt109 Vps75	Cardiac RTF inh	Keap1-Nrf2 PPI	C-LANA FP
Cc1ccc(NC(=O)CSCC(=O)N2CCN(c3cccc(C(F)(F)F)c3)CC2)cc1	-12	-1	-0.8	17	-5	2	-19	-1	1	-2	1.0
CCOc1cc(C2C(C(=O)OC)=C(C)N=C3SC(C)C(=O)N32)ccc1OC(C)=O (configuration not stated)	-6	nt	1.3	10	-2	0	-7	-2	-1	-4	-1.1
c1ccc(-n2ncc3c(NCc4cccs4)ncnc32)cc1	-7	-13	0.3	25	3	-2	-13	-4	-7	-5	-0.7
Cc1ccc(S(=O)(=O)Nc2c(NC3CCCCC3)c3ccccc3oc2=O)cc1	-5	-9	-2.3	-35	6	-6	-19	4	-13	-1	-0.2
CCN(CC)c1ccc(C(=O)N/N=C/c2ccccc2OC(F)F)cc1	-6	8	0.1	-5	-4	0	4	1	-1	-9	-0.3
Cc1ccc(Cn2c(N)nc3ccccc32)cc1	-9	-13	-2.0	-1	7	6	-8	-4	-12	-4	-0.9
COc1ccc(Cc2nnc(NC(=O)c3ccc(OC)c(OC)c3)s2)cc1	-9	-3	-0.8	-7	6	-1	-22	-2	-7	2	-4.0
CSc1nc(-c2ccccc2)nc(N2CCCC2)c1C(C)=O	-9	-3	0.3	nt	-1	-2	-11	0	-1	-2	0.6
Cc1c(-n2c(CN3C(=O)c4ccccc4C3=O)nc3ccccc3c2=O)c(=O)n(-c2ccccc2)n1C	-5	-8	-2.3	-18	-2	0	-5	-3	0	-4	-0.2
N#Cc1ccc(Oc2c(Cl)cncc2Cl)cc1	-4	57	1.2	0	1	3	2	-2	2	-6	0.3
COC(=O)c1sccc1NC(=S)Nc1ccccc1	-6	-7	-1.0	17	-5	-2	-5	-4	4	-4	-0.3
O=C(/C=C/c1cccc([N+](=O)[O-])c1)Nc1ccccn1	-7	nt	0.7	9	0	0	5	-8	1	1	-1.5
Cc1ccc(Sc2nc(-c3ccccc3)nnc2C(F)(F)F)cc1	-3	573	-2.1	9	-1	-1	3	-1	-1	0	-0.5
O=C(c1cccc(N2C(=O)C3C4C=CC(C4)C3C2=O)c1)N1CCCc2ccccc21 (configuration not stated)	-14	4	-2.4	21	0	-1	-4	4	-8	-5	0.6
COc1ccc2[nH]c(C)c(C(=O)CN3CCc4cc(OC)c(OC)cc4C3)c2c1	-2	-1	-0.3	-12	1	9	3	7	-7	2	1.2
CN1CCN(C(=S)NC(=O)c2ccccc2Br)CC1	6	-8	-0.8	-82	-1	2	-2	0	1	-4	-0.1
CCOC(=O)c1c(C)n(-c2ccc(OC)cc2)c2c(C/C(C)=N/O)c(Br)c(OC)c(O)c12	1	-1	0.2	-2	-2	0	-9	3	4	-5	-1.4
Cc1cc(NC(=O)C(C)SCC(=O)OCC(=O)Nc2c(C)cccc2C(C)C)no1 (configuration not stated)	1	4	0.8	6	-5	2	-3	11	-3	-3	1.3
COc1ccc(/C=C2/NC(=O)CNC2=O)cc1	-2	-2	-0.8	-12	0	-3	4	0	-2	2	1.2
CC1(C)C[C@@H]2C[C@@](C)(CN2C(=O)c2cc(COc3cccc(C(F)(F)F)c3)on2)C1	-2	-5	-0.6	-9	0	-4	-5	-3	-3	1	-1.5

Full records as entered above. Screens in order: PvdQ inh	SUMO Mot1 rescue	CDK5 p35 inh	PfHsp90 yeast 2	cardiac RTF act	NSD2 HMT inh	dFosB act	Rtt109 Vps75	Cardiac RTF inh	Keap1-Nrf2 PPI	C-LANA FP
Cc1cc(NC(=O)C(C)SCC(=O)OCC(=O)Nc2c(C)cccc2C(C)C)no1 (configuration not stated) is listed with 1	4	0.8	6	-5	2	-3	11	-3	-3	1.3
COc1ccc2[nH]c(C)c(C(=O)CN3CCc4cc(OC)c(OC)cc4C3)c2c1 is listed with -2	-1	-0.3	-12	1	9	3	7	-7	2	1.2
CC1(C)C[C@@H]2C[C@@](C)(CN2C(=O)c2cc(COc3cccc(C(F)(F)F)c3)on2)C1 is listed with -2	-5	-0.6	-9	0	-4	-5	-3	-3	1	-1.5

New compounds follow.
SMILES	PvdQ inh	SUMO Mot1 rescue	CDK5 p35 inh	PfHsp90 yeast 2	cardiac RTF act	NSD2 HMT inh	dFosB act	Rtt109 Vps75	Cardiac RTF inh	Keap1-Nrf2 PPI	C-LANA FP
CCCC/C(C)=N/NC(=O)CN(c1ccc(Br)cc1)S(=O)(=O)c1ccccc1	6	-1	-0.5	11	-2	-3	-1	2	2	2	-0.9
Cc1cc(-c2ccc(S(=O)(=O)N3CCc4ccccc4C3)s2)on1	8	-1	-0.6	-8	-6	-4	-4	-2	-9	-5	1.3
CCOC(=O)c1sc(NC(=O)CSc2nc(C)cc(-c3ccccc3)n2)c(C#N)c1C	-12	-16	0.2	5	4	0	2	10	6	-4	-0.9
O=C(CN1C(=O)NC2(CCCC2)C1=O)Nc1cccc(C(F)(F)F)c1	-14	-5	0.7	0	0	-5	-15	-2	-16	-3	0.9
COC(=O)C1=C(C)N(CCC2=CCCCC2)C(=O)C1	-17	-5	-0.2	5	1	-1	-9	10	-4	-18	-0.3
CC1CCN(c2c(NCC3CCC(C(=O)N4CCc5ccccc5C4)CC3)c(=O)c2=O)CC1 (configuration not stated)	-15	219	-1.1	-17	-1	nt	4	-2	-1	5	-0.4
Cc1cc(C(=O)NCc2ccccc2)c(=O)[nH]c1C	-8	-11	-0.4	-29	2	-2	-2	-5	-5	0	0.3
CCOc1ccc(S(=O)(=O)NCCSCc2ccco2)cc1	-14	2	-0.6	1	-3	2	-1	-4	-2	-6	-0.9
CCc1n[nH]c(=S)n1/N=C/c1cc(Br)c(OC)cc1OC	6	2	0.3	28	-2	-1	6	0	7	-1	-0.7
O=C(Cn1c(SCC(=O)NC2CCCC2)nnc1-c1ccncc1)Nc1ccc2c(c1)OCO2	-11	2	-0.6	-13	-2	0	2	0	-5	2	0.1
CC(NC(=O)COC(=O)c1ccccc1SCC(=O)N1CCCC1)c1ccccc1 (configuration not stated)	-9	-6	-5.8	nt	-1	-1	-4	-1	-9	-6	1.3
CCC(CC)C(=O)NCCc1cc2cc(C)c(C)cc2[nH]c1=O	-10	458	0.2	3	1	nt	-8	-9	-4	1	-1.5
CN(CC(=O)Nc1ccccc1Cl)C(=O)c1ccc(-c2cccc(C(F)(F)F)c2)o1	-1	171	-3.2	-9	9	-1	-18	-5	12	-7	1.7
CCc1nonc1NC(=O)c1oc2ccc(Br)cc2c1C	-15	0	-0.3	-34	8	5	3	-4	1	1	0.7
O=C(Nc1cccc(C(F)(F)F)c1)c1ccc2nc(-c3ccco3)c(-c3ccco3)nc2c1	1	-9	4.3	-21	-13	5	-14	2	-15	-3	0.0
CCOC(=O)c1sc(=S)n(-c2cc(F)ccc2F)c1N	-4	189	-3.9	nt	8	5	-13	9	-7	-5	-1.5
C[C@H](NS(=O)(=O)c1ccccc1)C(=O)OCC(=O)NC(=O)Nc1ccc2c(c1)OCCO2	-5	298	-0.6	-10	9	0	0	0	2	2	0.2
COCCNC(=S)N/N=C(\C)c1cc2ccccc2o1	8	-8	-0.2	-17	-1	2	3	2	-2	-5	-0.4
COc1ccc2c(c1)c(=O)oc1cc(OCC(=O)NCC3CCC(C(=O)O)CC3)ccc12 (configuration not stated)	-10	50	-0.5	8	-1	nt	-8	3	-7	5	-2.7
CCOC(=O)c1[nH]c(C)c(C(=O)C(C)C)c1C	1	443	2.5	6	-9	43	-4	-1	0	-4	-1.2
O=C(COC(=O)c1ccc(CO)cc1)Nc1ccc(OC(F)F)cc1	6	-2	1.0	3	6	3	-10	-7	1	-1	0.4
COc1cccc(NC(=O)CCC(=O)Nc2cc(OC)c(NC(=O)c3cccs3)cc2OC)c1	-2	nt	1.9	10	-4	-15	-4	3	7	2	1.2
Cc1ccc2oc(=O)c3cc(C(=O)NCCCN4CCc5ccccc5C4)sc3c2c1	-7	-14	-1.5	5	8	nt	-20	-4	-2	-1	0.8
COc1cc(OC)cc(-c2nc(=S)n3ccsc3n2)c1	10	-23	3.2	7	6	0	0	10	-4	-3	1.5
O=[N+]([O-])c1cc(Cl)ccc1N1CCOCC1	3	1	-0.6	21	0	-1	6	3	3	-1	-0.9
CC[C@H](C)C(N)c1cn([C@@H](CC(N)=O)C(=O)N2CCNCC2)nn1 (some centres not stated)	-14	-6	0.4	1	-1	nt	-4	-8	-8	-2	-2.4
S=c1[nH]nc(-c2ccc(Br)cc2)n1-c1ccc(Br)cc1	0	5	2.5	5	-7	3	0	10	4	0	3.9
COc1ccc(OC(C)C(=O)NC2CCCCCC2)cc1 (configuration not stated)	-13	-3	-6.7	-1	9	-1	-5	-12	-2	-8	-0.1
COc1ccc(N2C(=O)C3C(C2=O)C2C=CC3C23CC3)c([N+](=O)[O-])c1 (configuration not stated)	-5	19	0.8	-17	-1	2	-4	-7	-13	6	-1.4
O=[N+]([O-])c1ccc(-n2ccnc2)cc1	11	-7	3.0	11	4	0	9	-1	-4	-2	0.1
O=C(NNC(=S)Nc1ccc(F)cc1)c1cccc([N+](=O)[O-])c1	-4	7	0.3	1	-4	-3	-9	5	-6	-7	0.3
CCOCCCNC(=O)c1cc(-c2ccc(Br)s2)nc2ccccc12	-12	2	0.2	7	3	-1	-7	-8	-17	-3	2.6
COc1ccc(N2CCN(S(=O)(=O)c3cccc(C(F)(F)F)c3)CC2)cc1	-15	13	0.9	-17	2	0	-9	-1	2	-1	-1.2
COc1cccc2cc(C(N)=O)oc12	-10	5	4.8	4	3	-2	1	-3	0	-2	1.0
CCOC(=O)C1CCCN(C(=O)c2cccc(S(=O)(=O)N3CCCC3)c2)C1 (configuration not stated)	-3	-1	0.7	-1	-4	0	0	0	-5	-2	-1.2
O=C(NCc1cccc(F)c1)c1cccc2c1C(=O)c1ccc(N3CCCC3)cc1S2(=O)=O	-11	20	0.1	-38	76*	nt	1	5	-85	15*	31
Cc1cc(N)c2cc(NC(=O)/C=C/c3ccccc3Cl)ccc2n1	-5	-26	1.0	-21	3	0	-413	90*	1	-4	-1.0
Cc1ccc(S(=O)(=O)NCC2CCC(C(=O)NCCCN3CCCC3=O)CC2)cc1 (configuration not stated)	-16	-8	0.5	-47	2	-2	1	2	-4	-5	0.5
CN(Cc1cccc(Cl)c1Cl)C(=O)CCNC(=O)c1ccco1	-7	-5	0.3	-8	1	-1	-1	-4	-11	-5	-3.8
CCOc1ccc(C2CC(=O)NC3=C2C(=O)CCC3)cc1Cl (configuration not stated)	-8	6	-0.5	-6	-3	-1	0	13	-6	3	1.5
CSCCC(NC(=O)c1ccc(Cl)cc1Cl)C(=O)N1CC(C)OC(C)C1 (configuration not stated)	2	-11	-0.2	-2	1	1	4	1	3	-1	0.5
C=CCNS(=O)(=O)NC(=O)C1=C(N2CCCC2)COC1=O	-7	-8	-0.6	7	-3	nt	0	-4	-1	6	1.9
CC(=O)Nc1ccccc1OCc1cnc(Cl)s1	-6	1	-1.9	-9	2	0	-2	-3	1	-1	0.8
